# Pf growth 96h = inhibits malaria parasite growth, 96 h. P. falciparum luciferase reporter growth, 96 h. Potency, µM (titrated, usually from 28.7 µM), for the others: at the top dose activity change, negative = inhibition, actives largely listed as inhibitors. hit rate 6.9% among 320,000. AID 504834; also: potency is read from the fitted curve at half-maximal effect; % is scaled to controls: 0 for no effect and ±100 for the full control effect
#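 P. falciparum expressing integrated firefly luciferase grown in erythrocytes (2% hematocrit, 0.05% parasitemia final) with compounds for 96 hours at 37 C, 5% CO2. Growth inhibition read as loss of luminescence after adding luciferase detection reagent.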
# AMA1-RON2 inh = disrupts binding of P. falciparum AMA1 to RON2; AlphaScreen AMA1-biotinylated RON2 peptide binding; Potency, µM (series often up to 58.2 µM), without a hit: at the top dose activity change, negative = inhibition, most hits filed as inhibitors; hit rate 0.2% among 360,000; AID 720542;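 also: potency is read from the fitted curve at half-maximal effect; 0% = vehicle wells and -100% = peptide control; nearly all actives have a fitted effect of over 45% in size; some results filed as inactive show a strong effect at the top dose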
#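 AMA1 (3D7) with his tag at 25 nM final met compounds first, then biotinylated RON2 peptide at 25 nM; detection used donor plus acceptor beads, 10 µg/mL apiece, read by AlphaScreen after 30 min at room temperature.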
# LmPK inhibitor = inhibitors of Leishmania mexicana pyruvate kinase | Q27686 | purified LmPK, Kinase-Glo ATP luminescence, 1 h | Potency, µM (titrated, usually from 57.5 µM), for the others: at the top dose activity change, negative = inhibition, usual class: inhibitors | hit rate 0.37% among 290,000 | AID 1721; also: potency is read from the fitted curve at half-maximal effect; % is scaled to controls: 0 for no effect and ±100 for the full control effect
# Target sequence (Q27686 whole entry, looked up): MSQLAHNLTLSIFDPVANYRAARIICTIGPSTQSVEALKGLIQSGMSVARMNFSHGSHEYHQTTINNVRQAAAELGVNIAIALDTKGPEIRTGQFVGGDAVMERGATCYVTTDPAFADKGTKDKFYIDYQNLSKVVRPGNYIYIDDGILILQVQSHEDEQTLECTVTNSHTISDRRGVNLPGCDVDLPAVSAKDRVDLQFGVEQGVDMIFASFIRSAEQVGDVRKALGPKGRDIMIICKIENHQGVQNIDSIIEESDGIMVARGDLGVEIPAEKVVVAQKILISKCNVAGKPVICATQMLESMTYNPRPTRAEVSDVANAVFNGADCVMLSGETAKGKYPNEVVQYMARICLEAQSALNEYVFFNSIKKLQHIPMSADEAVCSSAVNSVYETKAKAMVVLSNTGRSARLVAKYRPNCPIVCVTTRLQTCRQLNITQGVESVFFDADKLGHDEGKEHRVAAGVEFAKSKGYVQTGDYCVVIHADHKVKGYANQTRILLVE
#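 ATP generated from ADP (0.1 mM) and PEP (0.5 mM) by 0.1 nM LmPK over 1 h at room temperature (pH 7.2 imidazole buffer) was detected by coupled luciferase luminescence. Values were normalized to uninhibited and no-enzyme wells.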
# Shiga inhibitor = inhibitors of Shiga toxin in Vero cells. Vero cells, Shiga toxin protein synthesis inhibition reporter. inhibition, % at 38.7 µM. hit rate 9.2% among 290,000. AID 2315; in the data active = inhibition mostly above about 28%, no sharp cut-off; inactive = mostly below about 43%; also: 0% is about no effect
# CHX counter = affects cycloheximide protein synthesis inhibition readout, counter-screen. max response, %. cell reporter, cycloheximide protein synthesis inhibition counterscreen. AID 2314. hit rate 12% among 300,000; in the data active = max response mostly above about 13%, no sharp cut-off; inactive = mostly below about 14%; also: read at 38.3 µM for the half of the compounds with a filed dose; 0% is about no effect
# Pf growth 48h = P. falciparum growth inhibition at 48 hours (one generation); P. falciparum luciferase growth in erythrocytes, 48 h; Potency, µM (highest dose often 28.7 µM), without a hit: top-dose activity change, negative = inhibition, hits mostly inhibitors; hit rate 5.9% among 310,000; also: potency is read from the fitted curve at half-maximal effect; % is scaled to controls: 0 for no effect and ±100 for the full control effect
#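 Read-out is firefly luciferase luminescence from an integrated reporter in P. falciparum, so falling signal marks reduced parasite growth. Infected erythrocytes were at 2% hematocrit and 0.1% parasitemia (final) in Albumax-supplemented RPMI 1640.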
# TbPYK inhibitor = inhibitors of Trypanosoma brucei pyruvate kinase | Potency, µM (series often up to 76.8 µM), without a hit: at the highest dose activity, negative = inhibition, hits mostly inhibitors | Q57TT1 | TbPYK enzyme, Kinase-Glo Plus ATP luminescence, 45 min | hit rate 0.12% among 410,000; also: potency is read from the fitted curve at half-maximal effect; % is scaled to controls: 0 for no effect and ±100 for the full control effect; nearly all actives have a fitted effect of over 50% in size
#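 ADP (130 uM final) triggers the TbPYK reaction after compound addition; incubation is 45 min at room temperature. Kinase-Glo Plus is then added and luminescence imaged. Normalized data are fitted to concentration-effect curves.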
# Starred values were filed as active, the others as inactive; ? = inconclusive; · = not tested or not shown; & = joins results of further samples; [ ] = dose if it differs, or a comment. Unless noted, calls follow the shape of the dose curve; as a rule, active = well fitted curve in the direction sought with a large enough effect; inconclusive = small, poorly fitted or top-dose-only effect, or another doubt; inactive = no such curve, though single readings can be large; an effect the other way counts as inactive or inconclusive.
# The opening four compounds, ahead of the listing:
cpd	SMILES	Pf growth 96h	AMA1-RON2 inh	LmPK inhibitor	Shiga inhibitor
1	CCOc1ccc(NC(=O)C2CC=CCC2C(=O)O)cc1 (centres undefined)	·	-9%	-2%	42
2	CCOC(=O)N1CCN(C(=O)COc2ccccc2OC)CC1	·	3%	-4%	4
3	Cc1cccc(NC(=O)COc2ccc(Br)cc2/C=N/O)c1	?	3%	-2%	121*
4	Fc1ccc(CN2C3=NCCN3c3ccccc32)cc1	-12%	-2%	-3%	-3

cpd	CHX counter	Pf growth 48h	TbPYK inhibitor
1	9	-10%	5%
2	-3	2.3µM*	-3%
3	75*	217%[activator]	0%
4	-3	-9%	6%

# The list itself (from the top)
cpd	SMILES	Pf growth 96h	AMA1-RON2 inh	LmPK inhibitor	Shiga inhibitor
1	CCOc1ccc(NC(=O)C2CC=CCC2C(=O)O)cc1 (centres undefined)	·	-9%	-2%	42
2	CCOC(=O)N1CCN(C(=O)COc2ccccc2OC)CC1	·	3%	-4%	4
3	Cc1cccc(NC(=O)COc2ccc(Br)cc2/C=N/O)c1	?	3%	-2%	121*
4	Fc1ccc(CN2C3=NCCN3c3ccccc32)cc1	-12%	-2%	-3%	-3
5	O=C(COC(=O)c1cc([N+](=O)[O-])ccc1NCc1ccccc1Cl)NCC(F)(F)F	-8%	8%	3%	-6
6	O=C(CN1CCCC1)Nc1c(Cl)cccc1Cl	0%	18%	-4%	-1
7	N/C(=N\OC(=O)c1cccc(F)c1)c1ccccn1	?	14%	?	17
8	CCCCC(=O)N/N=C/c1c(O)n(CCC2=CCCCC2)c(=O)[nH]c1=O	0%	14%	0%	15
9	COc1ccc(NC(=O)n2ncc3c(C)cccc32)cc1OC	4%	-9%	-3%	63*
10	O=C(O)CCNC(=O)c1ccccc1	6%&12%	12%	10%	-11
11	O=C(COc1ccc(Cl)cc1Cl)Nc1nnc(C2=COCCO2)o1	28%	-9%	4%	20
12	COC(=O)c1cc(C(=O)OCC(=O)NC2CCCC2)cc([N+](=O)[O-])c1	3%	2%	-2%	8
13	COc1ccc(OC)c(CNC(=O)C2CCN(S(=O)(=O)N3CCCC3)CC2)c1	?	-6%	3%	-15
14	COC(=O)c1ccc(NS(=O)(=O)c2ccc3[nH]c(=O)oc3c2)cc1	24%	-10%	0%	-6
15	COCCCNC(=S)NNC(=O)c1csc(C)n1	?	61%[activator]	0%	-3

cpd	CHX counter	Pf growth 48h	TbPYK inhibitor
1	9	-10%	5%
2	-3	2.3µM*	-3%
3	75*	217%[activator]	0%
4	-3	-9%	6%
5	-1	?	0%
6	1	-8%	-1%
7	1	-55%	-9%
8	1	?	-7%
9	36*	117%[activator]	0%
10	-2	-29%&10%	-5%&-2%
11	5	16%	-1%
12	1	·	1%
13	1	34%[activator]	1%
14	-4	-1%	-3%
15	1	11%	-4%

# (more compounds)
cpd	SMILES	Pf growth 96h	AMA1-RON2 inh	LmPK inhibitor	Shiga inhibitor
16	O=C(NCCN1CCOCC1)C(Sc1ccccc1)c1ccccc1 (centres undefined)	-2%	11%	4%	-7
17	N=C1C(c2nc3ccccc3[nH]2)=C(O)CN1c1ccc(F)cc1	71%[activator]	1%	4%	28
18	Cc1ccc(-c2noc(-c3ccccc3F)n2)cc1	49%[activator]	45%[activator]	?	108*
19	O=C(N=C1SC2CS(=O)(=O)CC2N1c1ccc(Cl)c(Cl)c1)C1CCCO1 (centres undefined)	28%	-1%	-7%	-5
20	CCc1cccc(NS(=O)(=O)c2ccc3c(c2)NC(=O)CC(=O)N3)c1	6%	-3%	5%	-9
21	CSc1nc(C)cc(SCCO)n1	7%	3%	-5%	3
22	COc1cc(OC)cc(C(=O)NCC(=O)OC2CCCCC2=O)c1 (centres undefined)	-29%	-1%	·	·
23	CC(=O)Nc1ccc(NC(=O)CSC2=NS(=O)(=O)c3ccccc3N2)cc1	66%[activator]	4%	·	·
24	COc1ccc(NC(=O)CN(C)CC(=O)NCc2ccc(C)cc2)cc1	7%	8%	·	·
25	COc1ccc(NC(=O)c2cc(S(=O)(=O)N3CCCCC3)c[nH]2)c(OC)c1	13%	-5%	0%	11
26	CCOC(=O)[C@@]1(C#N)[C@@H]2C=CC(C(N)=O)=CN2[C@@H](C(N)=O)[C@@H]1c1cccc(Cl)c1	13%	57%[activator]	1%	-8
27	CCN1/C(=C/C=C/C=C/c2sc3ccccc3[n+]2CC)Sc2ccccc21	3.4µM*	·	?	-7
28	O=c1cc(-c2ccc(O)cc2)oc2ccc3ccccc3c12	-4%	-6%	·	·
29	COc1ccc(OC)c(COC(=O)c2cc([N+](=O)[O-])ccc2N2CCOCC2)c1	2.9µM*	8%	·	·
30	O=C(CCCn1c(=O)c2ccccc2n(Cc2cccc(F)c2)c1=O)NC1CCN(Cc2ccccc2)CC1	?	·	-2%	12

cpd	CHX counter	Pf growth 48h	TbPYK inhibitor
16	-3	7%	-1%
17	38*	·	3%
18	27*	216%[activator]	-15%
19	-3	-4%	-1%
20	0	-8%	-5%
21	-4	6%	2%
22	·	?	4%
23	·	2%	-1%
24	·	-22%	-1%
25	1	-7%	-1%
26	-2	9%	1%
27	-1	3µM*	?
28	·	-33%	?
29	·	4.7µM*	0%
30	3	6.6µM*	·

# Remaining list, next part.
cpd	SMILES	Pf growth 96h	AMA1-RON2 inh	LmPK inhibitor	Shiga inhibitor
31	COc1ccccc1C(=O)NCCC(=O)N(C)Cc1ccc(C)o1	-26%	9%	0%	8
32	COc1ccc(C(=O)Nc2ccc(S(=O)(=O)NCc3ccco3)cc2)cc1OC	-17%	-15%	0%	14
33	CC(C)(O)C1C2OC(=O)C1[C@]1(O)C[C@H]3O[C@]34C(=O)O[C@H]2[C@]14C (some centres undefined) (tested in a mixture with another compound)	-1%	·	·	·
34	CCC(=O)c1ccc(OCC(=O)Nc2nc(-c3cccnc3)cs2)cc1	?	-1%	·	·
35	O=c1[nH]c2ccccc2c(=O)n1-c1ccc(Cl)cc1Cl	-24%	-5%	-5%	4
36	O=C(NCCC1=CCCCC1)C1CC(=O)N(Cc2ccccc2)C1 (centres undefined)	2%	48%[activator]	-9%	0
37	O=C(C[n+]1cccc(NC(=O)c2ccccc2)c1)c1ccccc1	72%[activator]	-1%	-4%	-8
38	CCC(Sc1nc(C)cc(=O)[nH]1)C(=O)Nc1sc2c(c1C#N)CCCC2 (centres undefined)	?	0%	10%	-1
39	CCN(C(=O)c1ccc(S(=O)(=O)N2CCCCC2)cc1)C1CCS(=O)(=O)C1 (centres undefined)	-2%	-5%	·	·
40	O=C(CSc1nnc(Cc2ccccc2)n1-c1ccc(Cl)cc1)N1CCOCC1	·	-6%	1%	-8
41	Cc1cccc(CSC2=NCCN2C(=O)C2CC2)c1	-3%	3%	5%	30
42	CC(C)c1ccccc1-n1c(SCC(=O)c2ccc3c(c2)NC(=O)CO3)nc2ccccc2c1=O	?	-5%	1%	-5
43	O=C(c1ccc(CNc2c(NC3CCCCC3)c(=O)c2=O)cc1)N1CCc2ccccc21	142%[activator]	14%	5%	2
44	CCOC(=O)c1ccc(NC(=O)CCOc2ccc(C)cc2)cc1	·	-15%	-4%	-12
45	COc1ccccc1N=Cc1c(C)c(C#N)c2[nH]c3ccccc3n2c1=O	36%[activator]	-21%	2%	36

cpd	CHX counter	Pf growth 48h	TbPYK inhibitor
31	-1	?	0%
32	-2	-12%	-5%
33	·	4%	2%
34	·	?	-20%
35	2	-26%	-8%
36	1	-10%	-3%
37	1	8%	-16%
38	-1	13%	-8%
39	·	-5%	2%
40	-2	-23%	3%
41	12	20%	2%
42	-1	-63%	-2%
43	7	·	0%
44	-2	16%	-8%
45	18*	12%	2%

# The listing continues.
cpd	SMILES	Pf growth 96h	AMA1-RON2 inh	LmPK inhibitor	Shiga inhibitor
46	COc1ccc(C(=O)Nc2ccc(C(=O)N3CCC(C)CC3)cc2)cc1OC	2.6µM*	5%	-1%	30
47	CCOC(=O)c1c(NC(=S)Nc2cc([N+](=O)[O-])ccc2OC)sc2c1CCCCC2	?	·	1%	-11
48	O=C(OC(C(=O)NC1CCCCC1)c1ccccn1)c1cccs1 (centres undefined)	-10%	1%	-5%	29
49	COC(=O)c1cc(S(=O)(=O)Nc2cccc(C)c2C)cn1C	21%	0%	-4%	-2
50	CC(=O)c1ccc(OCCCC(=O)N2CCN(S(=O)(=O)c3cc(C)ccc3C)CC2)cc1	?	5%	·	·
51	O=C(NCC1CCCO1)c1cc2ccccc2nc1Cl (centres undefined)	102%[activator]	-3%	-3%	76*
52	CCCCCCCCCC(=O)Nc1cccnc1	31%[activator]	·	6%	-11
53	COc1ccc(-c2cc(C(F)F)n3ncc(C(=O)Nc4ccc(C(=O)N5CCOCC5)cc4)c3n2)cc1	44%[activator]	-1%	2%	1
54	CC1CN(C(=O)c2cc3cc([N+](=O)[O-])ccc3oc2=O)CC(C)O1 (centres undefined)	-6%	6%	1%	26
55	Cc1ccc(S(=O)(=O)c2ccc(-n3nc(C)cc3N)cc2)cc1	-9%	-4%	12%	-9
56	Cc1ccc(S(=O)(=O)NCCC(=O)OCC(=O)N2CCCC2=O)cc1	-23%	4%	·	·
57	CC1CN(CC(=O)Nc2cccc(C(=O)Nc3cccc(C(F)(F)F)c3)c2)CC(C)O1 (centres undefined)	0.15µM*	-7%	7%	-4
58	Cn1nc(C(=O)Nc2ccccc2)c2c1-c1ccccc1S(=O)(=O)C2	-20%	-1%	-11%	-8
59	COc1ccc2c(c1OC)C(=O)N1c3ccccc3SC21 (centres undefined)	121%[activator]	4%	-4%	54*
60	O=C(c1ccc(CN2CCOCC2)cc1)N1CCN(Cc2ccccc2)CC1	7%	2%	1%	28
61	CCn1c2ccccc2c2cc(NC(=O)CSc3nccc(=O)[nH]3)ccc21	-19%	-21%	1%	27
62	CCC(C)c1ccc(S(=O)(=O)N2CC(=O)Nc3ccccc32)cc1 (centres undefined)	-26%	5%[2.32 µM]	-2%	-3
63	O=C(CSc1n[nH]c(-c2ccc(S(=O)(=O)NC3CCCCC3)cc2)n1)N1CCCC1	10%	12%	3%	-12

cpd	CHX counter	Pf growth 48h	TbPYK inhibitor
46	-3	?	-1%
47	-3	43%[activator]	·
48	1	39%[activator]	1%
49	-2	11%	7%
50	·	?	-1%
51	28*	94%[activator]	2%
52	-2	6%	·
53	-3	?	3%
54	-1	10%	-4%
55	-3	6%	-2%
56	·	12%	-3%
57	-3	·	1%
58	-9	?	-3%
59	35*	226%[activator]	-20%
60	-5	-3%	5%
61	-2	?	-7%
62	-8	10%	0%
63	-5	-7%	0%

# Compound activity: PubChem BioAssay, National Center for Advancing Translational Sciences (NCATS)

# Hits appear at their usual frequency. Share with any hit: about 21%.
